High-throughput results: PubChem, ICCB-Longwood Screening Facility, Harvard Medical School
PV pol inh: poliovirus RdRp elongation inhibitors, primary screen, biochemical, fluorescence polarization, total intensity | poliovirus polymerase elongation; active compounds read low | % elongation, % (compound at 16.7 µg/mL) | 0.66% of 150,000 active; in the data active = % elongation below about 90%; note: some results filed as inactive read as strong as hits
Target sequence (P03300 1749-2209 limits assumed): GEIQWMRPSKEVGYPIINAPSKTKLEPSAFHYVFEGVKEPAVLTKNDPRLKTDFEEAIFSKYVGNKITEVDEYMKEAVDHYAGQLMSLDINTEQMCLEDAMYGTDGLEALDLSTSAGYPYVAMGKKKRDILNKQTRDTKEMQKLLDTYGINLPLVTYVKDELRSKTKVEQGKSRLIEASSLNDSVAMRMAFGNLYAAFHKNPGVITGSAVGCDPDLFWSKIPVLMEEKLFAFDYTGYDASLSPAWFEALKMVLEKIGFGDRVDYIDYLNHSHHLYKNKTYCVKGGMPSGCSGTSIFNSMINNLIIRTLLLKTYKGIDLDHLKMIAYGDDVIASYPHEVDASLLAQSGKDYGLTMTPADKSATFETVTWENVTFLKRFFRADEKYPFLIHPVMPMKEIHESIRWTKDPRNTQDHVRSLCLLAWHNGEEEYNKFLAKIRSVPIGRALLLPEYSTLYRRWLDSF
PV pol inh FP z-score: further read-out of PV pol inh, marked with its call; z-score; measured here: FP z-score; hits read low
* = called active by the depositor. Not all compounds are listed; the hit share may differ from the screen's.

SMILES	PV pol inh	PV pol inh FP z-score
COC(=O)c1ccccc1NC(=S)NC(=O)/C=C/c1ccco1	99.0	-0.5
COc1ccc(C)cc1NC(=O)Cn1c(=O)nc(-c2ccccc2F)c2cc(Cl)ccc21	102.0	-0.6
COC(=O)c1ccc(C2(C#N)C(=O)Nc3ccccc32)cc1 (stereo unspecified)	102.0	0.2
CCOc1ccccc1CNC(=O)c1cc(-c2ccc(Cl)s2)nc2ccccc12	107.0	0.4
CCCc1cc(=O)n(CC(=O)NCc2ccccc2Cl)c(-n2nc(C)cc2C)n1	104.0	0.2
CC1=NN(c2ccc(C)c(C)c2)C(=O)/C1=C/c1ccc2c(c1)n(C)c(=O)n2C	100.0	-0.1
COc1ccc(CNC(=O)Cn2c(=O)c3cccn3c3cccnc32)cc1	111.0	0.7
NC1CCN(c2nc(-c3ccc(F)cc3)cs2)CC1	103.0	0.9
CCN(CC(=O)Nc1cccc(OC)c1)C(=O)Cn1c(=O)cnc2ccccc21	104.0	0.2
CCCn1c(=O)[nH][nH]c1=S	100.0	-0.3
COc1ccc(N2CCN(Cc3nc4ccccc4[nH]3)CC2)cc1	102.0	-0.1
O=C(O)C(C(=O)/C=C/c1ccccc1)=C1SCS1	106.0	0.4
ClC(Cl)=Cn1nnnc1-c1ccccc1	102.0	0.2
COc1ccc(-c2nc(CN(C)Cc3cccs3)cs2)cc1OC	104.0	0.1
COc1ccccc1N1CCN(C(=O)C2CCN(S(=O)(=O)c3cn(C)cn3)CC2)CC1	112.0	1.2

The last 7 entries of the section before lead into the next.
SMILES	PV pol inh	PV pol inh FP z-score
CCN(CC(=O)Nc1cccc(OC)c1)C(=O)Cn1c(=O)cnc2ccccc21	104.0	0.2
CCCn1c(=O)[nH][nH]c1=S	100.0	-0.3
COc1ccc(N2CCN(Cc3nc4ccccc4[nH]3)CC2)cc1	102.0	-0.1
O=C(O)C(C(=O)/C=C/c1ccccc1)=C1SCS1	106.0	0.4
ClC(Cl)=Cn1nnnc1-c1ccccc1	102.0	0.2
COc1ccc(-c2nc(CN(C)Cc3cccs3)cs2)cc1OC	104.0	0.1
COc1ccccc1N1CCN(C(=O)C2CCN(S(=O)(=O)c3cn(C)cn3)CC2)CC1	112.0	1.2
S=C(NCc1ccccc1)N1CCn2cccc2C1c1cccnc1 (stereo unspecified)	101.0	0.2
CC(C)(C)C1CCc2c(sc(NC(=O)Cn3nnc(-c4cccc(C(F)(F)F)c4)n3)c2C#N)C1 (stereo unspecified)	101.0	-0.4
Cc1ccc(NCC(O)CSc2nc3c(cc2C#N)CCCC3)cc1 (stereo unspecified)	99.0	-0.3
CSc1sc(-c2ccnc(SCC(=O)C(C)(C)C)n2)c2c1C(=O)CC(C)(C)C2	109.0	1.1
O=C(O)CSCCc1ccncc1	102.0	0.1
Cc1ccc(CNC(=O)Cn2ncc3c(C)n(Cc4ccc(Cl)cc4)c(C)c3c2=O)cc1	105.0	-0.3
O=C(Nc1ccc(Br)cc1)N1CCC(CN2CCCC2)CC1	109.0	-0.1
O=S(=O)(NCC1COc2ccccc2O1)c1ccc2c(c1)CCO2 (stereo unspecified)	106.0	0.8
COc1ccc(-c2cc(C)no2)cc1S(=O)(=O)NC1CCC(C)CC1 (stereo unspecified)	105.0	-0.3
Cn1c(-c2ccccc2)c(CCO)c2ccccc21	104.0	0.9
CC1=NCCN1S(=O)(=O)c1ccc(I)cc1	106.0	0.9
O=C1CCc2cc(S(=O)(=O)NCC3CCCO3)cc3c2N1CC3 (stereo unspecified)	101.0	-0.7
N#Cc1cccc(C(=O)Nc2ccccc2)c1	103.0	-0.1
Cc1c(C)n(Cc2ccc(Br)cc2)c(=O)n(Cc2ccc(Br)cc2)c1=O	105.0	0.2
Brc1ccc2[nH]cc(C=Nc3ccc4c(c3)OCO4)c2c1	98.0	-1.6
COc1ccc(C(=O)c2oc3ccccc3c2NC(=O)C(C)(C)C)cc1	103.0	0.4
N=C1/C(=C2\NC(c3ccc(Br)cc3)=CS2)CC(=O)N1C1CC1	113.0	1.2
Cc1ccc(NC(=O)c2cc(S(=O)(=O)N3CCC4(CC3)OCCO4)ccc2F)cc1Cl	102.0	-1.2
O=C(c1cccnc1)N(Cc1ccccc1)C1(C(=O)Nc2ccccc2)CCCCC1	102.0	0.2
O=C(Cn1c(=O)n(-c2ccccc2)c(=O)c2ccc(C(=O)NCc3ccc4c(c3)OCO4)cc21)Nc1ccc(F)c(Cl)c1	99.0	-0.8
COC(=O)c1ccc(/C=N/NC(=S)NCc2ccco2)cc1	101.0	-0.2
COc1ccc(-n2c(SCC(=O)NCc3ccccc3)nc3ccsc3c2=O)cc1	100.0	-1.3
CCOC(=O)c1cnc2cccc[n+]2c1Cl	107.0	0.4
COc1ccccc1CNC(=O)c1ccccc1SC	103.0	1.3
O=C1CN(S(=O)(=O)c2ccc(-c3ccc(=O)[nH]n3)s2)c2ccccc2N1	102.0	0.4
COc1ccc(-n2c(=O)c3c4c(sc3n(Cc3ccccc3Cl)c2=O)CCC4)c(OC)c1	109.0	1
Oc1ccccc1-c1nnc2n1CCC2	104.0	1.1
O=C1CCCc2c1cnn2-c1ccccc1	101.0	-0.7
O=C(NCc1ccccc1F)c1ccc(CSc2nc3cccnc3n2Cc2ccccc2)cc1	115.0	0.8
O=C1C=C(NC2CCCC2)CC(c2ccccc2)C1 (stereo unspecified)	101.0	0
CCOC(=O)c1ccc2c(c1)[nH]c(=O)c(=O)n2CC	101.0	-0.2
CC1CCN(C(=O)CCS(=O)(=O)c2cc3c(cc2Cl)NC(=O)CO3)CC1	109.0	0.5
O=C(NCCc1ccccc1)c1ccc2c(c1)nc1n2CCOC1	106.0	-0.4
CC1=CC(=O)C(CCOCCC2=CC(=O)C(C)=CC2=O)=CC1=O	101.0	0
CC(NC(=O)c1ccncc1)c1ccncc1 (stereo unspecified)	100.0	-1.1
Cc1cc(C(C)(C)C)cc(S(=O)(=O)Nc2ccc(C(=O)N3CCC(C)CC3)cc2)c1C	102.0	0.1
N#Cc1c(NC(=O)c2ccc3c(c2)OCO3)sc2c1CCC2	105.0	1.1
CSc1nc2[nH]ncc2c(=O)[nH]1	100.0	-0.8
O=C(CCCc1ccccc1)Nc1scc2c(=O)oc3ccccc3c12	79.0*	-2.3*
Cc1[nH]n(-c2ccccc2)c(=O)c1C1=NCCCCC1	105.0	0.4
Cc1ccc(-c2ccc(CCC(=O)O)n2-c2ccc(C(C)C)cc2)cc1	111.0	0
Cn1c(=NC(=O)c2ccc(S(=O)(=O)N3CCCc4ccccc43)cc2)sc2cc(F)ccc21	100.0	-0.5
O=C(COc1ccccc1)N1CCN=C1c1ccccc1	101.0	-0.1
CC(C)n1c(SCCC(=O)O)nc2ccccc21	99.0	-0.2
CCn1c(CN2CCOCC2)nc2cc(NC(=O)c3cc(OC)c(OC)c(OC)c3)ccc21	105.0	0.2
COc1ccccc1N(CCC#N)C(=O)c1cncc(Br)c1	104.0	0.7
CCN(CC)C(C)C#Cc1ccccc1 (stereo unspecified)	100.0	-0.7
C=CCN1C(=O)/C(=C\c2ccc(C(=O)O)cc2)S/C1=N\c1nnc(CC)s1	100.0	-0.4
O=C(O)c1ccc(NS(=O)(=O)c2ccc(Cl)c(C(=O)Nc3ccccc3)c2)cc1	105.0	0.2
CCOC(=O)Cn1c(=O)n(-c2cccc(Cl)c2)c2nc(-c3ccccc3Cl)nc(C(N)=O)c21	104.0	-0.7
O=C(Cc1ccccc1)Nc1cccc(-c2nc3cccnc3s2)c1	103.0	-0.4
O=C(CC(c1ccccc1)c1cc(Br)ccc1O)N1CCCC1 (stereo unspecified)	100.0	-0.4
CCOc1ccccc1C(=O)Nc1cccc(-c2nc3ccccc3s2)c1	103.0	-0.2
CCOC(=O)c1c(C)[nH]c(CCC(=O)Nc2ccccc2OCC)c1C	114.0	1.2
Cc1[nH]n(-c2ccccc2)c(=O)c1C(=O)Nc1ccccc1	100.0	-0.7
Cn1ccc(NC(=O)Nc2ccccc2)n1	108.0	0.6
CC1CCCC(NC(=O)CCn2c(=O)oc3ccccc32)C1C (stereo unspecified)	100.0	-0.2
CCO/C=C1/C(=O)N(c2ccc(Cl)cn2)C(=O)c2ccccc21	85.0*	-1.9*
O=C(CCN1c2ccccc2Sc2ccccc21)OC1CCOC1=O (stereo unspecified)	104.0	0
COC(=O)c1nnn(CC(=O)Nc2cc(F)ccc2F)c1C(=O)OC	116.0	1.2

Grouped by structure, those above with a furan ring, fused or not
SMILES	PV pol inh	PV pol inh FP z-score
COC(=O)c1ccccc1NC(=S)NC(=O)/C=C/c1ccco1	99.0	-0.5
COc1ccc(C(=O)c2oc3ccccc3c2NC(=O)C(C)(C)C)cc1	103.0	0.4
COC(=O)c1ccc(/C=N/NC(=S)NCc2ccco2)cc1	101.0	-0.2

(list continues)
SMILES	PV pol inh	PV pol inh FP z-score
O=S1(=O)CCC(N2CCN(c3nc(C(F)(F)F)nc4ccccc34)CC2)C1 (stereo unspecified)	102.0	0
CCOC(=O)c1cccc(NC(=O)n2ncc3c(C)cccc32)c1	102.0	0.2
Cc1ccc(NC(=O)NCC2CCN(Cc3cccc(Cl)c3)CC2)cc1Cl	107.0	-0.3
CC1CCN(C(=O)c2cccc(Cl)c2)CC1	99.0	-0.7
O=C(O)COc1ccccc1/C=c1\sc2nc3ccccc3n2c1=O	98.0	-0.6
Cc1ccc2cc3cc(C(=O)N4CCN(c5cccc(C(F)(F)F)c5)CC4)sc3nc2c1	113.0	0.1
COCCNC(=O)CCCn1c(SCC(=O)c2ccc(Br)cc2)nc2c(sc3ccccc32)c1=O	103.0	0
CC1CCCCN1CC(O)COCc1ccccc1 (stereo unspecified)	101.0	-0.1
Cc1ccc2[nH]c(CSc3nnc(NC(=O)COc4ccccc4C)s3)cc(=O)c2c1	98.0	-1.8
CC(C)(C)C(=O)Nc1ccccc1C(=O)Nc1cccnc1	103.0	0.4
COc1cc(C(=O)NCC(c2ccc3c(c2)OCO3)N2CCN(C)CC2)cc(OC)c1OC (stereo unspecified)	110.0	0.6
O=C(O)c1c(-c2ccccc2)c(-c2ccccc2)n[nH]c1=O	100.0	-0.3
S=c1nc(SCCOc2ccccc2)[nH]c2ccccc12	104.0	0.1
COc1ccc(C(=O)CSc2ccc3nnc(-c4ccccn4)n3n2)cc1	103.0	0.3
O=C(NCc1ccc(F)cc1)C1(c2cccs2)CCOCC1	101.0	-1.3
CC1SC(=S)NN1c1ccccc1 (stereo unspecified)	98.0	-0.9
N=c1c2c(n(Cc3ccc(F)cc3)c3c1CCC3)CCC2	100.0	0
Cc1cc(C(=O)NN2CCOCC2)cs1	103.0	1.3
CCC1CCCCN1S(=O)(=O)c1ccc(N2CCCCS2(=O)=O)cc1 (stereo unspecified)	102.0	-0.5
NC(=O)c1ccc(NC(=O)Cn2ccc(C(F)(F)F)n2)cc1	108.0	0.7
O=C(CSc1nnc(-c2cc3ccccc3[nH]2)n1-c1ccccc1)NC1CCS(=O)(=O)C1 (stereo unspecified)	100.0	-0.2
Cc1ccc(S(=O)(=O)NCC(c2ccccc2)N(C)C)cc1 (stereo unspecified)	102.0	-0.4
Cc1cc2nc(N3CCC(C)CC3)c3ccccc3n2n1	100.0	-0.3
Clc1ccc(N2CCN(Cc3nnc(-c4ccc5c(c4)OCO5)o3)CC2)cc1	111.0	1.8
CC(C)CNC(=O)c1cc(-c2ccccc2F)no1	102.0	-0.1
COc1cc(CN(CCN(C)C)Cc2ccccc2)cc(OC)c1	98.0	-0.5
COc1cc(Cl)c(C)cc1NC(=O)c1c(C)oc2nc(C)nc(N3CCCC3)c12	116.0	1.1
CCOc1ccc(C(=O)c2cn(CC(=O)Nc3ccc(F)c(F)c3)c3cc4c(cc3c2=O)OCCO4)cc1	108.0	0.3
O=C(Cn1ccc2cc(S(=O)(=O)N3CCCCC3)ccc21)NCc1cccc(Cl)c1	99.0	-1.9
CCN(CC)C(=O)Cn1cc(S(=O)(=O)CC(=O)Nc2ccccc2C(F)(F)F)c2ccccc21	102.0	0.1
O=C(NC1CCCC1)c1cc(=O)[nH]c2ccccc12	104.0	0.8
O=C1CCC2(C(=O)OCc3c(Cl)cccc3Cl)N1c1ccccc1C(=O)N2C1CC1 (stereo unspecified)	108.0	0.6
O=C(Oc1cccc(Br)c1)c1cccnc1Cl	102.0	0
CC1(C)CC(=S)C=C(N2CCCCC2)C1	101.0	-0.3
CC(C)c1ccc(CO)cc1	99.0	-0.4
CCOc1ccc(C(=O)Nc2ccc3oc(-c4ccc5ccccc5c4)nc3c2)cc1	105.0	0.3
CC12NC(=O)CN1CCc1ccccc12 (stereo unspecified)	100.0	-0.1
O=C(CC(SC1CCCCC1)C(=O)O)c1ccc(Br)cc1 (stereo unspecified)	102.0	-0.2
CNCC(O)c1ccc(O)cc1 (stereo unspecified)	98.0	-1
Cc1ccc(NC(=O)N2CCOc3ccc(Cl)cc32)c(C)c1	100.0	-0.8
CS(=O)(=O)Nc1ccccc1C(=O)NC1CCCC1	98.0	-0.2
CC1CCc2c(sc3nc(CN4CCCC4)[nH]c(=O)c23)C1 (stereo unspecified)	104.0	0.2
CCC(=O)Nc1nc2nc(COC)cc(=O)n2[nH]1	103.0	0.1
CCOc1ccc2nc(N3CCN(C(=O)C(C)C)CC3)sc2c1	108.0	0.2
Cc1ccccc1Nc1c(N)c(=O)oc2ccccc12	102.0	0.1

Some of these compounds in order of heavy-atom count, rising.
SMILES	PV pol inh	PV pol inh FP z-score
O=C(Oc1cccc(Br)c1)c1cccnc1Cl	102.0	0
O=C(NC1CCCC1)c1cc(=O)[nH]c2ccccc12	104.0	0.8
CCOc1ccc(C(=O)Nc2ccc3oc(-c4ccc5ccccc5c4)nc3c2)cc1	105.0	0.3

Further entries.
SMILES	PV pol inh	PV pol inh FP z-score
Cc1ccc(O)c(C(=O)c2cnc3c(c2)CN(CCC(C)C)C(=O)N3)c1	107.0	1.1
O=C(Nc1ncnc2sc3c(c12)CCCC3)c1ccc(F)cc1	103.0	0
CN1CCN(C(CC(=O)Nc2cccc3ccccc23)C(=O)O)CC1 (stereo unspecified)	102.0	0.1
CC(C)N(C(=O)CSc1nncn1-c1ccccc1)c1ccccc1	103.0	-0.1
O=C(Cn1cnc2c(oc3ccccc32)c1=O)Nc1ccccc1C(F)(F)F	113.0	1.5
COc1cccc(C(=O)NCC(=O)NN)c1	101.0	-0.2
